MazEF act: activators of E. coli MazEF toxin-antitoxin RNase. FAM/BHQ RNA-DNA oligo cleavage fluorescence, 5 h. activation, % at 20 µM. P0AE70. 350,000 tested, 0.32% active; in the data active = activation above about 50%
Target sequence (P0AE70 whole entry, looked up): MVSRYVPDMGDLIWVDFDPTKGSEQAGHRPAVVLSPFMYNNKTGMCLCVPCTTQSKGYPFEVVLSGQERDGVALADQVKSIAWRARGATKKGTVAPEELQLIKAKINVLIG
VHR inh abs: inhibitors of human VHR1 phosphatase (DUSP3) | P51452 | recombinant VHR phosphatase, pNPP absorbance | inhibition, % at 13.3 µM | 290,000 tested, 0.52% active; in the data active = inhibition above about 50%; note: some compounds called inactive have numbers as strong as hits
Target sequence (P51452 whole entry, looked up): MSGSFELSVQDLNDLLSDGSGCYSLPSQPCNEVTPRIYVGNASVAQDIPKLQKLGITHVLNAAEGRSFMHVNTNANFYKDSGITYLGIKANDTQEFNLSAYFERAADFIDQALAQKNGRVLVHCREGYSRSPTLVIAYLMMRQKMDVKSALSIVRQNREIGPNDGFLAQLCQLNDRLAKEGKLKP
BioA inh: blocks M. tuberculosis BioA enzyme activity; purified M. tuberculosis BioA enzyme, plate reader; inhibition, % at 9.99 µM; 360,000 tested, 0.096% active; AID 602481; in the data active = inhibition above about 40%; inconclusive = no clear call, values can overlap the other calls
Rv3671c protease: inhibitors of M. tuberculosis serine protease Rv3671c | P9WHR9 | inhibition, % at 5.96 µM | 320,000 tested, 0.048% active | AID 2606; in the data active = inhibition above about 38%;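 note: extracellular domain of Rv3671c used as enzyme; 0% = enzyme with DMSO and 100% = no enzyme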
BoNT F protease: BoNT F light chain protease inhibition | inhibition, % at 10 µM | Multiplex microsphere protease cleavage assay, flow cytometry | 360,000 tested, 0.22% active; in the data active = inhibition above about 35%, passing the limit was not always enough; inconclusive = no clear call, values can overlap the other calls; note: plate controls were buffer without enzyme for full effect and enzyme alone for no effect
FadD28 FP inh: inhibitors of Mycobacterium tuberculosis FadD28 bisubstrate binding. FadD28 bisubstrate probe binding, fluorescence polarization. 360,000 tested, 0.22% active. inhibition, % at 12.5 µM; in the data active = inhibition above about 8.5%, passing the limit was not always enough; inconclusive = no clear call, values can overlap the other calls
CCHF vOTU inh: blocks the CCHF virus ovarian tumor domain protease; CCHFV vOTU protease, Pep-AMC fluorescence; inhibition, % at 11.5 µM; 370,000 tested, 0.55% active; note: 0% = vehicle wells with enzyme and 100% = no enzyme wells
UGM FP inh: Mtb UDP-galactopyranose mutase inhibition; P9WIQ1; purified UGM, fluorescence polarization probe displacement; inhibition, % at 10 µM; 320,000 tested, 0.06% active; in the data active = inhibition above about 10%, passing the limit was not always enough; inconclusive = no clear call, values can overlap the other calls
GDH-TPI inh: counter-screen for M. tuberculosis FBA inhibitors: GDH-TPI coupled enzymes; AID 588335; 360,000 tested, 1.2% active; GDH-TPI coupled enzyme counterscreen, NADH absorbance; inhibition, % at 4.8 µM;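 note: 0% = DMSO wells and 100% = wells lacking the enzyme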
FBA Mtb inh: inhibitors of M. tuberculosis fructose-bisphosphate aldolase | P9WQA3 | purified M. tuberculosis FBA, fluorescence read-out | inhibition, % at 1 µM | 360,000 tested, 2.3% active; in the data active = inhibition above about 27%;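 note: 0% = vehicle and 100% = reference inhibitor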
Target sequence (P9WQA3 whole entry, looked up): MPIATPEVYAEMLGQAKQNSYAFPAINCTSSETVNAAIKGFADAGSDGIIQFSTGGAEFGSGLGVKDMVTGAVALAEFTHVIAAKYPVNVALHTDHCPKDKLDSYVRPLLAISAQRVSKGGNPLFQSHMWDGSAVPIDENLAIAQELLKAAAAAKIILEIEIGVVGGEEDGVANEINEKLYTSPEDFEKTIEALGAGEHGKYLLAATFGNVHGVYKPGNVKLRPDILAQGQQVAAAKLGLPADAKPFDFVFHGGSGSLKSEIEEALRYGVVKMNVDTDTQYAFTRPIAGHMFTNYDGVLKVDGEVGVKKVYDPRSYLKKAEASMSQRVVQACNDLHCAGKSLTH
Starred values were filed as active, the others as inactive; ? = inconclusive; · = not tested or not shown; & = joins results of further samples. Cut-off read from the data, not from the text of the source, unless noted: active = inhibition above about 30%; inactive = the rest.

SMILES	MazEF act	VHR inh abs	BioA inh	Rv3671c protease	BoNT F protease	FadD28 FP inh	CCHF vOTU inh	UGM FP inh	GDH-TPI inh	FBA Mtb inh
O=C(/C=C/[C@H]1O[C@@H](n2ccc(=O)[nH]c2=O)[C@H](O)[C@@H]1O)NC(c1ccccc1)c1ccccc1	·	·	-0.8	·	4	-0.6	-5	·	·	2
COc1ccc(-n2nc([N+](=O)[O-])c(=NC3CCN(Cc4ccccc4)CC3)n2O)cc1	2	8	0.7	-4	-3	-3.0	-7	-1.8	3	-1
O=C(NCCO)/C(=C/c1ccc(Br)cc1)NC(=O)c1cccs1	2	-1	0.9	-4	0	-0.3	1	-0.5	12	0
Nc1nc2cc(S(=O)(=O)NC3=NCCCCC3)ccc2s1	-3	15	·	1	-2	-0.6	-1	-0.7	-1	3
Cc1cc(=O)oc2c(CN(C)Cc3ccccc3)c(O)ccc12	-2	-12	-0.8	-6	7	-0.9	-255	1.7	19	·
CCOC(=O)C1(c2ccccc2)CCCNC1=O (stereo not given)	-23	·	-0.9	·	-1	-2.2	-10	·	9	3
CC1CN(C2=NC(=O)/C(=C/c3ccncc3)S2)CC(C)O1 (stereo not given)	5	8	0.3	6	-2	-2.9	5	-1.0	24	0
COc1ccc(NC(=O)CN(C)C(=O)CCC(=O)c2ccc(C)cc2)cc1	0	·	-0.1	-3	-4	-0.6	2	0.7	8	1
CCOC(=O)c1c(N)nn(C(C)=O)c1-c1ccccc1	11	-11	1.4	6	1	-1.5	2	-0.4	-2	-3
O=C(Cn1cccc1C(=O)c1ccccc1)NCCN1CCCCCC1	6	5	-0.1	7	-1	-1.1	-10	2.0	7	-1
CC(=O)N1N=C(N)SC12CCCC2	9	14	3.0	12	2	-4.1	-8	3.3	-4	-1
CN(C)/C=C(\C=N\OCc1ccc(Cl)cc1Cl)C(=O)Nc1ccc(Cl)c(Cl)c1	·	0	-0.6	-11	-8	-5.5	5	4.0	-7	1
COc1cc(S(=O)(=O)Nc2cccc3cn[nH]c23)c(OC)cc1C	-10	-3	-2.6	5	1	1.9	4	-1.9	-8	5
COc1ccc(CN(C(=O)CCC(=O)N2CCCCC2)c2nccs2)cc1OC	-10	10	·	-3	-1	0.1	-17	0.2	-1	-1
Cc1ccc(S(=O)(=O)N2CCN(C(=O)COC(=O)CCOc3ccccc3C)CC2)c(C)c1	2	·	1.0	·	-8	0.2	-2	·	-6	-4
COc1cccc(NC(=O)Nc2cc(C(=O)NC(C)C)ccc2N2CC3CC(C2)c2cccc(=O)n2C3)c1 (stereo not given)	0	-4	1.0	-2	1	-1.6	8	-0.5	-6	5
CC(C)NC(=O)N(C)C[C@@H]1Oc2ncc(-c3cccc(C#N)c3)cc2C(=O)N([C@H](C)CO)C[C@@H]1C	9	·	1.4&-0.1&0.0	·	-3	-1.7	-12	·	0	1
CCCCNC(=O)c1onc(CSc2ccc(Cl)cc2)c1C(=O)NCCCC	9	·	-0.8	-5	-5	-1.1	10	2.3	7	-1
Cc1ccc(Nc2cc(=O)n(C)c(=O)[nH]2)cc1C	0	·	-0.3	·	4	-2.0	-3	·	0	1
Cc1noc(C)c1NC(=O)N(C)C[C@H]1Oc2ccc(NC(=O)c3ccncc3)cc2C(=O)N([C@H](C)CO)C[C@@H]1C	4	·	-1.2&-0.6	0	4	-2.2	-9	·	-2	-2
O=C(Nc1ccccc1NS(=O)(=O)c1ccc(F)cc1)C1CCC1	4	17	-0.8	-1	-5	-3.1	17	0.6	-4	-1
COc1ccc(NC(=O)c2c(C)noc2-c2snnc2C)cc1	12	-4	·	-8	?	-2.6	-7	1.5	-1	1
COc1ccccc1CNc1nc(NCc2cccs2)nc2ccsc12	·	·	-0.6	·	-8	-7.0	-4	·	5	-2
CSc1ccc(CN2CCC(C)(Oc3ccccc3F)C2)cc1 (stereo not given)	·	·	0.1	·	-16	-0.7	15	·	14	-1
COc1ccc(NS(=O)(=O)c2ccc(O)c(NC(=O)c3ccc(S(=O)(=O)N4CCCC4)cc3)c2)cc1	-3	3	0.3	-9	-5	-3.6	34*	0.3	12	-2
CCOC(CNC(=O)c1cc2c(=O)n(CC)c3ccccc3c2s1)OCC	-2	7	1.1	-2	-4	0.2	-19	1.3	19	18
Cc1nc(-c2ccccc2)sc1C(=O)/C=C/c1ccc(Cl)cc1	8	16	0.8	-8	-7	-1.2	10	-3.1	17	2
C/C=C(\NC(C)=O)c1ccccc1	6	·	-0.5	2	1	-2.0	6	-2.4	0	0
O=C(O)CC(C(=O)NCc1ccccc1)C1CCCO1 (stereo not given)	21	22	-0.9	-5	8	-1.9	8	1.1	-2	2
Cc1cccc(CCNCc2c(C(=O)O)c(C)n(-c3ccccc3)c2C)c1	-7	17	-1.3	-3	-23	-2.2	2	-3.0	-1	-1
CCOC(=O)c1ccccc1NC(=S)N1CCN(C2CCCCC2)CC1	13	-12	·	-3	0	-1.1	9	-1.4	11	-2
O=C(NN=Cc1ccc(F)c(F)c1)c1ccc(NS(=O)(=O)c2cccs2)cc1	7	·	·	-1	-3	-3.1	8	-1.5	46*	0
CCOC(=O)c1sc(S(C)(=O)=O)c2c1CC(C)(C)C/C2=N/O	0	23	3.1	-3	23	-3.4	0	-0.3	-5	0
OCCNc1ncnc2c1ncn2Cc1ccccc1	-7	19	3.0	-4	1	-1.9	7	-0.8	-3	4
CCOC(=O)C1CCN(S(=O)(=O)c2cccc(C(=O)Nc3ccccc3)c2)CC1	-1	18	3.4	-5	3	-0.5	-3	0.9	-6	-3
Cc1ccc(C(=O)NC(=S)Nc2ccccc2C(F)(F)F)c(C)c1	-17	-3	0.6	4	1	-1.7	-5	-1.2	7	1
COc1ccc(CNS(=O)(=O)c2ccc(F)c(C(=O)Nc3ccc(OC)cc3)c2)cc1	1	21	·	-4	-4	-2.0	7	-2.1	0	6
CCOC(=O)/C(O)=C(\C#N)c1nc2ccccc2[nH]1	4	30	·	0	3	-0.3	16	1.7	12	2
O=C(NCCc1c[nH]c2ccccc12)N[C@@H](Cc1ccccc1)C(=O)O	-3	·	-0.2	0	1	-1.4	-4	1.7	-3	1
CC(C)CCN1CCN(Cc2cccn2-c2cccnc2)CC1CCO (stereo not given)	-4	16	0.4	1	-15	-2.5	-4	-0.6	1	1

Arranged by length of the SMILES (descending): part of the list above.
SMILES	MazEF act	VHR inh abs	BioA inh	Rv3671c protease	BoNT F protease	FadD28 FP inh	CCHF vOTU inh	UGM FP inh	GDH-TPI inh	FBA Mtb inh
COc1ccc(NS(=O)(=O)c2ccc(O)c(NC(=O)c3ccc(S(=O)(=O)N4CCCC4)cc3)c2)cc1	-3	3	0.3	-9	-5	-3.6	34*	0.3	12	-2
COc1ccc(CNS(=O)(=O)c2ccc(F)c(C(=O)Nc3ccc(OC)cc3)c2)cc1	1	21	·	-4	-4	-2.0	7	-2.1	0	6
Cc1cccc(CCNCc2c(C(=O)O)c(C)n(-c3ccccc3)c2C)c1	-7	17	-1.3	-3	-23	-2.2	2	-3.0	-1	-1
CCOC(=O)c1sc(S(C)(=O)=O)c2c1CC(C)(C)C/C2=N/O	0	23	3.1	-3	23	-3.4	0	-0.3	-5	0
CCOC(CNC(=O)c1cc2c(=O)n(CC)c3ccccc3c2s1)OCC	-2	7	1.1	-2	-4	0.2	-19	1.3	19	18
CCOC(=O)c1ccccc1NC(=S)N1CCN(C2CCCCC2)CC1	13	-12	·	-3	0	-1.1	9	-1.4	11	-2
CCOC(=O)/C(O)=C(\C#N)c1nc2ccccc2[nH]1	4	30	·	0	3	-0.3	16	1.7	12	2
CSc1ccc(CN2CCC(C)(Oc3ccccc3F)C2)cc1 (stereo not given)	·	·	0.1	·	-16	-0.7	15	·	14	-1
OCCNc1ncnc2c1ncn2Cc1ccccc1	-7	19	3.0	-4	1	-1.9	7	-0.8	-3	4
C/C=C(\NC(C)=O)c1ccccc1	6	·	-0.5	2	1	-2.0	6	-2.4	0	0

Other compounds.
SMILES	MazEF act	VHR inh abs	BioA inh	Rv3671c protease	BoNT F protease	FadD28 FP inh	CCHF vOTU inh	UGM FP inh	GDH-TPI inh	FBA Mtb inh
O=C(NN1C(=O)/C(=C/c2ccc(O)cc2)SC1=S)c1ccccc1O	-514	4	-15	-24	?	19*	8	-12	8	-15
COc1ccc(CCC(=O)OCC(=O)Nc2sccc2C#N)cc1	-12	·	-1.5	-6	-5	-3.6	3	-4.8	4	-3
CCCCN1C(=O)CC(Nc2ccc(CC)cc2)C1=O (stereo not given)	-9	-11	·	-9	-2	0.6	14	-0.1	8	-1
COCCCN(C(=O)c1cc(-c2ccco2)nc2ccccc12)c1c(N)n(Cc2ccccc2)c(=O)[nH]c1=O	1	·	-1.4	-1	·	-1.9	19	0.5	17	6
COc1ccc(CCNC(=O)CC(NS(=O)(=O)c2ccc(NC(C)=O)cc2)C(C)C)cc1OC (stereo not given)	-8	31	-0.3	-7	0	0.4	5	-1.2	-13	11
COc1ccc2c(CC(=O)Nc3ccc(OC)c(S(=O)(=O)N4CCOCC4)c3)coc2c1	3	38	-1.9	4	-6	0.1	-5	0.2	3	-3
Cc1cc(C)c(NC(=O)CCCN2CCN(C)CC2)c(C)c1	2	22	0.3	5	-17	-0.9	11	-0.2	-2	-7
O[C@H]1CN(Cc2cccs2)[C@@H](c2ccc(Cl)cc2)C[C@@H]1n1cc(C2CC2)nn1	8	·	0.3	·	2	1.2	12	·	3	4
O=C(NCCCN1CCCC1=O)C(=O)NCC1OCCCN1S(=O)(=O)c1ccccc1 (stereo not given)	3	·	0.4	·	-2	-0.8	-17	·	10	0
CN1CCN(c2nc(Cl)ncc2F)CC1	6	-10	1.0	3	-1	-3.9	6	3.0	-6	2
CSc1nc2c(c(=O)[nH]1)C(c1ccccc1)C1=C(CC(C)(C)CC1=O)N2 (stereo not given)	7	30	·	0	-10	-2.7	-28	1.9	6	29*
O=C(NNC1=NCCC1)c1cccc(Br)c1	6	-5	-0.3	2	22	-0.3	-9	1.8	-4	3
Brc1ccc(C=Nc2ccc(Nc3ccccc3)cc2)s1	-3	8	·	-10	-32	-5.9	·	-1.5	-8	-4
CC(C)c1[nH]c(=O)c(C#N)c2c1COC(C)(C)C2	1	-8	-1.8	6	-3	-3.1	-1	-2.0	13	4
COC(=O)Cc1cc(OC)c(OC)cc1Cc1cc(OC)c(OC)cc1CC(=O)OC	1	-1	-3.3	-5	6	-0.1	2	1.0	4	0
COc1ccc(/C=N/NC(=O)c2ccc(NC(=O)c3cccc([N+](=O)[O-])c3)cc2)c(C(=O)O)c1OC	4	21	2.6	-11	-4	-2.3	24	3.3	31*	2
CC(C)c1ccccc1NC(=O)Nc1nnc([C@@H]2C[C@H](O)[C@@H](CO)O2)s1	·	·	-0.9	·	-5	-0.2	2	·	6	3
Cc1ccccc1-n1ncc(C(C)NS(=O)(=O)c2sccc2C)c1C (stereo not given)	0	41	0.2	12	-4	0.9	1	1.6	5	0
Cc1ccc(C2=NN(C(=O)CCC(=O)O)C(c3cn(-c4ccccc4)nc3-c3ccc(C)cc3)C2)cc1 (stereo not given)	-3	45	·	-3	0	2.6	-2	5.8	-1	1
O=[N+]([O-])c1cnc2ccccc2c1	3	-8	13	-1	-1	-2.0	-23	0.5	9	1
O=C(CN1CCCCCC1)NCc1ccccc1	1	5	0.5	-2	-2	-0.4	0	-0.2	-4	5

Compound activity: PubChem, several laboratories

An unsorted share of the library; any-hit rate near 4.9%.
